TSHR antagonist = blocks TSH signaling through the human TSH receptor | P16473 | TSHR-expressing cells, TSH-stimulated cAMP HTRF, 2 h; active compounds read low | activity change, negative = inhibition, % at 11.5 µM | 330,000 compounds, 0.2% hits | AID 504810;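 active = activity change below a set negative limit, meaning inhibition stronger than a set level, cut at about -70% in these data; inconclusive = activity change between two set negative limits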; note: % is set by controls: 0 for no effect and ±100 for the full control effect
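TSHR-expressing cells were treated with compounds, then stimulated with TSH at EC80 (4nM final) for 2 hours at 37 deg C. Cellular cAMP was measured by HTRF competition between lysate cAMP and cAMP-d2 for a cryptate-labelled anti-cAMP antibody.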
CXXC DNA block = inhibitors of human MLL CXXC domain-DNA interaction; Q03164; MLL-CXXC / FITC-HOXA9 DNA fluorescence polarization; Potency, µM (doses to about 115 µM), for inactives: at the top dose activity change, negative = inhibition, most hits filed as inhibitors; 290,000 compounds, 0.037% hits; active = well fitted inhibition curve with a large enough effect in the polarisation, with a control signal flat, not every such curve was filed as active; inconclusive = small, poorly fitted or top-dose-only effect, or effect the other way, or a change in a side signal; inactive = no such curve, though single readings can be large or run the other way; the % refers to the polarisation; note: potency is the fitted concentration of half-maximal effect
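Steps: dispense CXXC domain solution (7 uM) → pin compounds or unlabeled HOX-A9 DNA control → 5 min ambient → add FLSN-HOX-A9 solution (50 nM) → spin → 30 min ambient → fluorescence polarization. Tris pH 7.5/NaCl/DTT/BSA buffer.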
TCR activator = T cell receptor activation | primary human leukocytes, anti-CD3, IL-2 HTRF, 48 h | Potency, µM (top dose mostly 9.22 µM), for inactives: at the top dose activation of IL-2 secretion, usual class: activators | 330,000 tested, under 10 active | AID 504894; note: % of control where 0% means no effect
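Compounds are tested in HTS on primary human leukocytes co-incubated with a-CD3 beads for 48 hr. IL-2 output is measured by time-resolved FRET.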
BCR signal inh = chronic active BCR signaling inhibition | ABC-DLBCL IkBa-CBG/CBR reporter, luminescence ratio, 4 h | Potency, µM (doses to about 46.1 µM), for inactives: top-dose ratio change, negative = lower green/red ratio, usual class: inhibitors | 340,000 compounds, 0.05% hits; active = well fitted inhibition curve with a large enough effect in the signal ratio, with a control signal flat, not every such curve was filed as active; inconclusive = small, poorly fitted or top-dose-only effect, or effect the other way, or a change in a side signal; the % refers to the signal ratio;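 note: potency is the fitted concentration of half-maximal effect; plate controls were basal doxycycline-induced cells for no effect and cells given 10 µM MG132 for full effect; MG132 reads +100%, hits lower the ratio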
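Compounds up to 46 uM were incubated four hours with TMD8 cells whose green CBG68 luciferase is fused to IkappaBalpha; red CBR luminescence normalised the signal, and concentration-effect curves were fitted to fusion, red and ratio data.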
Coupling enz = inhibits coupling enzyme system, counter-screen for aldolase hits; coupling enzyme system counterscreen, AmpLite Red fluorescence; activity change, negative = inhibition, % at 58.2 µM, hits read low; AID 2472; 290,000 compounds, 0.67% hits; in the data active = activity change below about -30%; note: % is set by controls: 0 for no effect and ±100 for the full control effect
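First, compound is pin-transferred into glyceraldehyde-3-phosphate coupling-enzyme reagent at 57.5 uM final and held 10 min at RT. Next, substrate, coupling system and AmpLite Red are added. After 20 min RT, fluorescence (525/598 nm) is read.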
Tb PFK block = blocks T. brucei phosphofructokinase; T. brucei PFK, ADP-Glo luminescence; Potency, µM (series often up to 57.5 µM), for the others: at the highest dose activity, negative = inhibition, hits mostly inhibitors; 330,000 compounds, 0.17% hits; AID 485367;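 note: potency is the fitted concentration of half-maximal effect; 0% = uninhibited 1x PFK enzyme wells and -100% = no-enzyme wells; nearly all actives have a fitted effect of over 60% in size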
Target sequence (O15648 whole entry, looked up): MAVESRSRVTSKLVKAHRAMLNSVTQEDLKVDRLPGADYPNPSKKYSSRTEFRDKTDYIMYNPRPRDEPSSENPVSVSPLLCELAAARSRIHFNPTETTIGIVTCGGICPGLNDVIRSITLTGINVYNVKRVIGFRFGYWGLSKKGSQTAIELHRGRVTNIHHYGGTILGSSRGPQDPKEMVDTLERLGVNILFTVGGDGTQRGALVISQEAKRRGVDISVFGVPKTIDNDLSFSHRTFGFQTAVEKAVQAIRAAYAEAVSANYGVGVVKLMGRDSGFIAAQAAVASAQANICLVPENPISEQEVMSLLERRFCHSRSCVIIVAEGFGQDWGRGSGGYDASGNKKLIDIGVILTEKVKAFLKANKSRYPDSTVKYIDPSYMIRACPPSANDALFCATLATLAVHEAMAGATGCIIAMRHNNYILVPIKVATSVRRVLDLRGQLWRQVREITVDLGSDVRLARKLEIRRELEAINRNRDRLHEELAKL
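Luminescent ADP detection (ADP-Glo, two-step: ATP depletion then ADP-to-ATP conversion for luciferase) reported PFK activity after 45 min room-temperature reaction of 1.25 nM enzyme with 0.5 mM F6P and 0.1 mM ATP at pH 8.0.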
GALK inh = inhibitors of human galactokinase; P51570; 270,000 compounds, 0.007% hits; Potency, µM (series often up to 57.5 µM), inactives show top-dose activity change, negative = inhibition, most hits filed as inhibitors; Purified GALK, Kinase-Glo residual ATP luminescence; AID 1868; note: potency is the fitted concentration of half-maximal effect; % is set by controls: 0 for no effect and ±100 for the full control effect
Target sequence (P51570 whole entry, looked up): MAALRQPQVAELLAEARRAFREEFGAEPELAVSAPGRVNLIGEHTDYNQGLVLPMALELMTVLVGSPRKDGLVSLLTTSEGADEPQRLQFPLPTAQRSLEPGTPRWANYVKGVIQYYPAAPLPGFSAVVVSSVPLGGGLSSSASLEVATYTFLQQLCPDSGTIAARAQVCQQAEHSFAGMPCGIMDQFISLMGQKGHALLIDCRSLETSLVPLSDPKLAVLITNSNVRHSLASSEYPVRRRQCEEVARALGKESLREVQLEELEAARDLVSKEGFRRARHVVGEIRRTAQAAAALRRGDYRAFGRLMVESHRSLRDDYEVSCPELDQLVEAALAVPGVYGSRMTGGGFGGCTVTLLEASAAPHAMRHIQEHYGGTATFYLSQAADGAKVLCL
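5 nM enzyme, 35 uM ATP, 100 uM galactose, 20 mM HEPES pH8.0, 5 mM MgCl2; 1 h RT; residual ATP by Kinase-Glo Plus luminescence, qHTS format.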
AT treatment = candidate therapy for ataxia-telangiectasia | […] A-T fibroblasts, KAP-1 phosphorylation AlphaLISA; neocarzinostatin DNA damage 30 min before lysis | 320,000 compounds, 0.19% hits | Potency, µM (doses to about 57.5 µM), inactives show at the top dose activation, most hits filed as activators; note: potency is the fitted concentration of half-maximal effect; % of control where 0% means no effect; nearly all actives have a fitted effect of over 45% in size
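hTERT-immortalized A-T patient fibroblasts ([…]), 500 cells/well in OPTI-MEM, 1% FBS, got compounds for 60 min, then NCS for 30 min at 37C. Lysates were then assayed for phospho-KAP-1 by AlphaLISA (anti-pKAP1 donor, anti-KAP1 acceptor beads), 6 hr at 25C.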
KCNH2 WT inh = blocks the wildtype human KCNH2 potassium channel. AID 720551. U2OS, BacMam KCNH2, thallium flux FluxOr; active compounds read low. activity change, % at 1.84 µM. Q12809. 340,000 compounds, 0.37% hits;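 active = maximum activity change below -70%; inconclusive = maximum activity change between -70% and -50%; inactive = maximum activity change above -50%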; note: % is set by controls: 0 for no effect and ±100 for the full control effect
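U2OS cells were transduced with wild-type KCNH2 virus (2.03 x 10^8 / mL) for 4 h at room temperature, then cultured overnight at 37 C. Thallium flux was read with FluxOr dye. Rate constants were normalized to DMSO controls.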
Giardia killer = Giardia lamblia killing; AID 540267; activity change, % at 7.66 µM, hits read low; 340,000 compounds, 0.15% hits; Giardia lamblia trophozoite viability; in the data active = activity change below about -80%; inconclusive = between about -30% and that limit;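 note: parasites exposed to compound for two days anaerobically before the ATP read; % is set by controls: 0 for no effect and ±100 for the full control effect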
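Compounds were tested on trophozoites seeded at 100 cells/well and held 48 hrs at 37 deg C anaerobically. An ATP-based luminescent kit measured the remaining live cells.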
An asterisk follows results filed as active; ? = inconclusive; nt = no result given; & = joins results of further samples; [ ] = dose if it differs, or a comment. Unless noted, calls come from the whole dose curve; as a rule, active = well fitted curve in the direction sought with a large enough effect; inconclusive = small, poorly fitted or top-dose-only effect, or another doubt; inactive = no such curve, though single readings can be large; an effect the other way counts as inactive or inconclusive.

entry | SMILES | TSHR antagonist | CXXC DNA block | TCR activator | BCR signal inh | Coupling enz | Tb PFK block | GALK inh | AT treatment | KCNH2 WT inh | Giardia killer
1 | CCCCOC(=O)Cc1c(O)c2ccccc2[nH]c1=O | 12.5 | 8.2% | 0.8% | 1.3% | 2.6 | 0.9% | 3.4% | -11.8% | -12.7 | 9.5
2 | Cc1nn(C)c(Cl)c1NC(=O)OCc1ccccc1 | -9.4 | 15.6% | -5.7% | 3.1% | 2.7 | 2.0% | -2.0% | 9.4% | -1.1 | 5.9
3 | CCCNc1c(NS(=O)(=O)c2cccc(C#N)c2)c(=O)oc2ccccc12 | -1.4 | 15.0% | -34.4% | -13.3% | 4.2 | 4.0% | 3.3% | 1.9% | -8.5 | -9.8
4 | CN(CCCNC(=O)C1CCCN(S(=O)(=O)c2cnc[nH]2)C1)c1ccccc1 (stereo not given) | -8.7 | 0.1% | -1.2% | -2.9% | -7.1 | 5.8% | 0.8% | -38.1%[inhibitor] | 4.0 | -1.1
5 | Cn1c2ccccc2c2c(C(=O)N3CCN(c4ccccc4)CC3)cn(C3CCCC3)c(=O)c21 | -0.7 | 3.3% | -5.4% | ? | -7.9 | 5.1% | -0.1% | -5.1% | 4.0 | 12.4
6 | O=[N+]([O-])c1cccc(-c2nnc(-c3ccc4c(c3)OCO4)o2)c1 | -10.1 | -2.6% | 1.4%[46.1 µM] | ? | 0.0 | 0.2% | -2.9% | 1.0% | -1.3 | -20.0
7 | COc1ccc(S(=O)(=O)Nc2cccc3c2O[C@H](CN(C)C(=O)NC(C)C)[C@@H](C)CN([C@H](C)CO)C3=O)cc1 | 17.1 | nt | -3.0% | 10.0% | nt | 15.6% | nt | 11.1% | -7.4 | 10.4
8 | COc1ccc(N2CCN(C(=O)Cn3nnc(-c4ccc(OC)c(OC)c4)n3)CC2)cc1 | 9.7 | 0.5% | -11.2% | 2.3% | 0.3 | 2.2% | 1.5% | 6.0% | -15.4 | 0.0
9 | O=C(NCc1ccco1)c1ccc(-c2cccc(Cl)c2)o1 | -10.2 | 1.2% | -3.2% | ? | 3.3 | 3.5% | 0.9% | 8.5% | -3.1 | 2.5
10 | COc1ccc2c(=O)c(-c3ccc4c(c3)OCO4)coc2c1 | -16.2 | 3.8% | 2.4% | -0.7% | 1.2&0.2 | -0.7% | nt | 7.9% | 10.5 | ?
11 | CCC(C)Sc1ccc(-c2nc3ccccn3c2NCc2ccccc2)cc1OC (stereo not given) | 1.7 | nt | -3.1% | ? | nt | 5.3% | nt | 16.5% | -8.8 | -4.8
12 | Cc1nc(N2CCC(C(N)=O)CC2)c2nnn(Cc3ccccc3)c2n1 | 3.2 | 3.9% | nt | -29.2% | 1.3 | -2.4% | -2.6% | 6.4% | -14.2 | 6.4
13 | CC(=O)c1ccc(NC(=O)c2cc(Cl)sc2Cl)cc1 | -4.3 | 6.0% | 2.6%[46.1 µM] | -12.8% | -2.2 | 8.1% | -3.0% | 8.2% | -8.7 | -0.8
14 | Cc1ccc(-c2nc3ncccn3c2NC(=O)C2CC2)cc1 | -3.2 | 2.0% | -6.0% | -3.4% | 1.0 | -0.4% | 1.4% | 1.3% | -0.7 | ?
15 | C=CCSc1nnc(NC(=O)COc2ccccc2)s1 | -0.9 | -2.5% | 7.2% | -0.9% | 2.6 | -1.7% | -0.4% | -1.7% | 4.2 | -28.1
16 | Cc1ccccc1-c1nc(C#N)c(N2CCC(C)CC2)o1 | -9.8 | ? | 0.3% | ? | -0.9 | -1.8% | nt | -0.6% | 0.1 | -7.3
17 | Cc1sc2ncnc(SCC(=O)NCC3CCCO3)c2c1C (stereo not given) | 28.1 | nt | 2.9% | -4.9% | nt | 0.4% | nt | 4.9% | 4.2 | 9.5
18 | Cc1ccc(NC(=O)C2=C(C(=O)O)CCCC2)cc1Br | 22.7 | 1.5% | nt | 1.2% | 4.0 | -13.4% | -7.8% | 18.5% | 19.0 | 14.6
19 | CCN(CC(=O)NCc1ccc(Cl)cc1)C(=O)CCc1ccccc1O | -0.4 | 25.5% | -2.0% | -0.4% | 1.4 | -1.5% | -1.3% | -10.3% | -3.4 | 49.0[activator]
20 | Cc1nonc1OC(C)CNCCNc1ccc([N+](=O)[O-])cc1 (stereo not given) | -9.8 | -6.8% | -0.3% | ? | -0.8 | 1.2% | nt | 4.9% | 24.0 | -9.8
21 | Cc1ccc(NC(=O)COC(=O)c2ccccc2Cl)cc1S(=O)(=O)N(C)C | -8.7 | -3.3% | -3.6% | -6.4% | 0.6 | -3.2% | 8.0% | 2.4% | 44.4 | 2.2
22 | O=C(Nc1ccc(F)c(F)c1)c1cnc(-c2ccccc2)nc1-c1ccccc1 | 11.8 | 0.8% | -35.1% | 3.6% | 2.8 | -2.6% | 0.4% | 8.7% | -0.9 | -6.7
23 | COc1cccc(C2C(C(=O)c3cc4cccc(OC)c4o3)=C(O)C(=O)N2c2cc(C)on2)c1OC (stereo not given) | 1.0 | 4.5% | 4.7% | -11.5% | 13.2 | 7.5% | -3.8% | -8.3% | 3.6 | -22.9
24 | CCOC(=O)N1CCN(c2nnc(-c3ccc(C)cc3)c3ccccc23)CC1 | -1.7 | 1.1% | -4.5% | -3.4% | -0.3 | -0.8% | -0.1% | 10.3% | -7.2 | -20.6
25 | O=C(NCc1ccco1)C(=O)N1CCCC1 | -4.4 | 13.4% | 1.5% | 4.2% | 0.5 | -4.4% | 0.7% | 3.7% | -17.4 | 14.8
26 | O=C(NNc1c(Cl)cccc1Cl)c1ccno1 | 1.8 | -7.4% | 6.3% | -0.1% | -3.4 | -3.9% | 3.1% | -1.8% | 2.8 | 21.4
27 | Cc1ccc(Nc2c([N+](=O)[O-])c(=O)oc3ccccc23)cc1 | -2.1 | -1.1% | 6.1% | 8.8% | -0.2 | 3.7% | 1.3% | 3.6% | 1.3 | -2.7
28 | Cc1cccc(C(=O)NC2CCN(C(=O)N3CCOCC3)CC2)c1 | 9.0 | -3.9% | 3.8% | 5.7% | -1.1 | 2.9% | -2.8% | 8.8% | 5.9 | -12.3
29 | N#Cc1c(NCCN)nc(NCc2ccccc2)c2c1CCN(Cc1ccccc1)C2 | -0.5 | 12.3% | 1.9% | -3.4% | -6.3 | 0.4% | 1.5% | 15.4% | 51.3 | -0.4
30 | Cc1ccc(C2=NS(=O)(=O)N(C)C(C(=O)N3CCOCC3)=C2)cc1 | -1.2 | nt | -0.5% | -2.1% | 0.2 | 0.7% | nt | 6.7% | 0.3 | 15.3
31 | COc1ccc(NC(=O)COC(=O)[C@@H](NC(=O)c2c(F)cccc2F)C(C)C)cc1 | 26.3 | -2.7% | 6.8% | -16.8% | -24.3 | -4.7% | 8.1% | 9.6% | 0.5 | 3.7
32 | Cc1ccc(N2CC(=O)N(CC(=O)O)C2=O)cc1 | 24.0 | -7.6% | nt | ? | -1.5 | 0.0% | 0.2% | 7.8% | -10.4 | -9.3
33 | CCOC(=O)C(C)c1nc2ccccc2[nH]c1=O (stereo not given) | 13.8 | 14.4% | -7.4% | ? | -2.2 | ? | -0.1% | nt | 19.3 | -1.4
34 | COc1ccccc1CCNC(=O)C1CCCO1 (stereo not given) | 13.2 | -0.6% | 1.6% | -6.3% | -0.1 | 20.8% | -3.9% | 4.7% | -21.7 | -3.7
35 | CCOC(=O)C1CCN(c2nc(N)c3c(N)nc(SCC(=O)O)cc3c2C#N)CC1 | -8.6 | -23.7% | -5.3% | -1.5% | -32.5* | -14.1% | ? | 0.3% | -6.2 | 11.0
36 | C#CCN1C(C)=C(C(=O)OC)C(c2cccc([N+](=O)[O-])c2)C(C(=O)OCC)=C1C (stereo not given) | -20.6&-13.8 | -0.5% | 5.6% | -7.4% | nt | 0.5% | nt | -7.9% | -15.7 | -0.1
37 | COc1ccc(NC(=O)CN(C)C(=O)c2ccc(-c3cccc(C(F)(F)F)c3)o2)cc1 | -0.6 | -3.2% | -2.3% | 2.6% | nt | -0.4% | -5.1% | 5.7% | -6.3 | 1.1
38 | COCCn1c(-c2cccs2)csc1=Nc1cccnc1 | -4.2 | 12.2% | nt | 4.5% | -1.6 | -1.6% | -1.1% | -1.9% | 2.6 | -23.2
39 | Cc1ccc(S(=O)(=O)Nc2cccc(S(=O)(=O)N3CCCC3)c2)cc1C | -11.1 | nt | 3.5% | 5.3% | nt | 0.2% | nt | 2.2% | -7.2 | -23.9
40 | CC(=O)NC12CC3CC(C1)CC(C(=O)N(C)Cc1cccc(Cl)c1Cl)(C3)C2 | -37.4 | 4.6% | -1.4% | ? | nt | 0.0% | -18.3% | -27.9% | 6.4 | -7.9
41 | COc1ccc(CN2CCNC(=O)C2CC(=O)NC2CCOCC2)c(F)c1 (stereo not given) | 11.3 | 9.2% | 1.0% | 0.4% | nt | -0.8% | -2.1% | -0.7% | -10.7 | -7.5
42 | CC(C)(C)NC(=O)NC(=O)COc1ccccc1C#N | 9.5 | 6.8% | nt | ? | -4.3 | 0.3% | 0.6% | -0.6% | 0.8 | -26.1
